Screening results as filed in PubChem BioAssay.
OX1R antag-1: antagonists of human orexin 1 receptor; O43613; CHO/OX1R cells, Fluo-8 calcium fluorescence, orexin A; inhibition, % at 5 µM; hit rate 0.43% among 330,000; AID 434989;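 active = inhibition above its plate's threshold, mean inhibition of all tested compounds on the plate plus 3 SD, cut at about 37% in these data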;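 also: 0% = orexin A challenge wells and 100% = SB-334867-A antagonist wells; not every result past the cut was called active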
Target sequence (O43613 whole entry, looked up): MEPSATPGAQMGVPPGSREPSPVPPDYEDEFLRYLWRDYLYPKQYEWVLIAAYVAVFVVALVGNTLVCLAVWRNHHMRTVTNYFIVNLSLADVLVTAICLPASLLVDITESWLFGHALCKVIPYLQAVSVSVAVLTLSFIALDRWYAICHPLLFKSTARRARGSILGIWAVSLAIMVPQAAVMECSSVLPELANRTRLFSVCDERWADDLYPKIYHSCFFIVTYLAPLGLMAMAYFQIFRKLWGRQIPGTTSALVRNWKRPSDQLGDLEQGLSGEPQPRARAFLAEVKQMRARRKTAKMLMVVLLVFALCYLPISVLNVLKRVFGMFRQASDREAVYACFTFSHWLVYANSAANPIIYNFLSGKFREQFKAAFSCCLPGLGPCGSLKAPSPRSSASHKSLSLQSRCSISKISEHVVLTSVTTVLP
OX1R antag-2: OX1R (human) antagonism; O43613; OX1R-expressing cells, FRET antagonist read-out; inhibition, % at 6.6 µM; hit rate 1.8% among 330,000; AID 485270; in the data active = inhibition mostly above about 38%, no sharp cut-off; inactive = mostly below about 40%;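 also: 0% = agonist challenge alone and 100% = reference antagonist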
Numbers without * were called inactive.

1) CCOc1ccccc1NC(=O)C(OC(=O)c1ccc(N(C)C)cc1)c1ccccc1 (stereo unspecified)
  OX1R antag-1 = -34.1
  OX1R antag-2 = 10.4
2) COc1ccc(N/C(C)=C/C(=O)c2ccccc2)cc1
  OX1R antag-1 = -13.3
  OX1R antag-2 = 12.4
3) COc1cccc(C(c2c(O)nc(SC)n(C)c2=O)c2c(O)nc(SC)n(C)c2=O)c1
  OX1R antag-1 = -6.1
  OX1R antag-2 = -1.5
4) COc1ccc(C(=O)N/C(=C\c2cc(OC)c(OC)cc2[N+](=O)[O-])C(=O)NCCO)cc1
  OX1R antag-1 = -8.2
  OX1R antag-2 = 10.6
5) CN(CC1COc2ccccc2O1)C(=S)NC1CCCCC1 (stereo unspecified)
  OX1R antag-1 = -33.2
  OX1R antag-2 = 18.8
6) Cc1ccc(C(NC(=O)c2ccccc2)C(Cl)(Cl)Cl)cc1 (stereo unspecified)
  OX1R antag-1 = -28.3
  OX1R antag-2 = 20.1
7) CCc1cccc(CC)c1NC(=O)C1CN(S(=O)(=O)c2ccccc2)CCN1S(=O)(=O)c1ccccc1 (stereo unspecified)
  OX1R antag-1 = -26.9
  OX1R antag-2 = 19.8
8) Cc1nn(Cc2ccc(C(=O)NN)o2)c(C)c1Cl
  OX1R antag-1 = -8.1
  OX1R antag-2 = 7.1
9) O=C(NNC(=S)Nc1ccc(Cl)cc1)c1ccccc1OC(F)F
  OX1R antag-1 = 0.1
  OX1R antag-2 = 18.1
10) COc1cccc(/C=N/NC(=O)CN2CC(c3ccccc3)CC2=O)c1OC (stereo unspecified)
  OX1R antag-1 = -20.7
  OX1R antag-2 = 18.5
11) CCc1ccc(S(=O)(=O)NCC2(N3CCOCC3)CCCCC2)cc1
  OX1R antag-1 = -12.5
  OX1R antag-2 = 11.4
12) CCCCCC(=O)Nc1cccc(C2=NOC3(C2)C[C@H](C(N)=O)N(C(=O)c2ccccc2C(=O)c2ccccc2)C3)c1 (stereo partly specified)
  OX1R antag-1 = -13.0
  OX1R antag-2 = 30.6
13) COc1ccccc1N(C)S(=O)(=O)c1ccc(Cl)c(C(=O)NCCCN2CCOCC2)c1
  OX1R antag-1 = -23.5
  OX1R antag-2 = 12.7
14) Cn1nc(C(F)(F)F)c2cc(C(=O)O)sc21
  OX1R antag-1 = -14.1
  OX1R antag-2 = 12.6
15) O=C(CS(=O)(=O)Cc1ccccc1)Nc1nnc(C2CCCCC2)s1
  OX1R antag-1 = -17.6
  OX1R antag-2 = 15.6

Reprinted from the part before: 3 entries, followed by the next part.
13) COc1ccccc1N(C)S(=O)(=O)c1ccc(Cl)c(C(=O)NCCCN2CCOCC2)c1
  OX1R antag-1 = -23.5
  OX1R antag-2 = 12.7
14) Cn1nc(C(F)(F)F)c2cc(C(=O)O)sc21
  OX1R antag-1 = -14.1
  OX1R antag-2 = 12.6
15) O=C(CS(=O)(=O)Cc1ccccc1)Nc1nnc(C2CCCCC2)s1
  OX1R antag-1 = -17.6
  OX1R antag-2 = 15.6
16) Cc1ccc(C(=O)N(Cc2cccs2)C2CCS(=O)(=O)C2)cc1 (stereo unspecified)
  OX1R antag-1 = 3.4
  OX1R antag-2 = 0.5
17) CC(C(=O)Nc1ccccc1Cl)c1ccc([N+](=O)[O-])cc1 (stereo unspecified)
  OX1R antag-1 = -14.5
  OX1R antag-2 = 8.4
18) CC(=O)N/C(=C\c1ccccc1)C(=O)OCC(=O)N(C)C1CCS(=O)(=O)C1 (stereo unspecified)
  OX1R antag-1 = -10.6
  OX1R antag-2 = 6.4
19) Cc1cccc(C2=NNC(=O)C(c3ccc(Cl)cc3)C2)c1 (stereo unspecified)
  OX1R antag-1 = -29.2
  OX1R antag-2 = 21.2
20) Cc1ccc(S(=O)(=O)Nc2cccc3cccnc23)c([N+](=O)[O-])c1
  OX1R antag-1 = 8.6
  OX1R antag-2 = 12.7

In another format: 3 of the compounds above.
The line under a structure holds: OX1R antag-1	OX1R antag-2
20) Cc1ccc(S(=O)(=O)Nc2cccc3cccnc23)c([N+](=O)[O-])c1
    8.6	12.7
19) Cc1cccc(C2=NNC(=O)C(c3ccc(Cl)cc3)C2)c1 (stereo unspecified)
    -29.2	21.2
17) CC(C(=O)Nc1ccccc1Cl)c1ccc([N+](=O)[O-])cc1 (stereo unspecified)
    -14.5	8.4
